PV pol inh: inhibitors of poliovirus RNA polymerase binding and polymerization. % elongation, % (compound at 16.7 µg/mL). poliovirus polymerase elongation, fluorescence polarization; active compounds read low. 150,000 tested, 0.66% active. AID 588519; in the data active = % elongation below about 90%; note: some results filed as inactive read as strong as hits
Target sequence (P03300 1749-2209 limits assumed): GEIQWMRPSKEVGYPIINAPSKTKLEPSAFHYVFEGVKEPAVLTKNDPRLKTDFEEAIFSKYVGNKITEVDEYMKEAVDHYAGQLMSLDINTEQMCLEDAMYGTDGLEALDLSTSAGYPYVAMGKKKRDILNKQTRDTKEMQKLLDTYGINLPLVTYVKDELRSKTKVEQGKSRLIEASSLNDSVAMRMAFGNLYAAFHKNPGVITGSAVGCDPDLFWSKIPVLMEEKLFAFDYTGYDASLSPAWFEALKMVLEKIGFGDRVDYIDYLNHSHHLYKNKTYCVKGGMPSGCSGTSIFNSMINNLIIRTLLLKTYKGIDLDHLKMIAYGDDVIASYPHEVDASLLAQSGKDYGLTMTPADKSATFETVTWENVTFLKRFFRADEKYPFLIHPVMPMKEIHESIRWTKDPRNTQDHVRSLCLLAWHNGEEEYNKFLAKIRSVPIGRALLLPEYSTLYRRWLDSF
PV pol inh FP z-score: further read-out of PV pol inh, marked with its call; z-score; measured here: FP z-score; hits read low
Numbers without * were called inactive; & = joins results of further samples. The list is partial (hit frequency here may not be typical).

SMILES	PV pol inh	PV pol inh FP z-score
Cc1ccc(C)c(NC(=O)CSc2ncc3c(n2)-c2ccc(Cl)cc2N(C)S3(=O)=O)c1	104.0	-0.1
Cc1ccc(S(=O)(=O)n2nc(C)c(S(=O)(=O)N3CCCCCC3)c2C)cc1C	105.0	-0.4
O=C(NNc1nc(CN2CCOCC2)nc2scc(-c3ccccc3)c12)c1cccc(S(=O)(=O)N2CCOCC2)c1	106.0	0.5
O=C(CSc1nnc(-c2c[nH]c3ccccc23)o1)NCCC1=CCCCC1	102.0	0
COc1ccc(Cl)cc1NC(=O)CCc1c(C)nc2c(c1C)c(=O)n(C)c(=O)n2C	107.0	0.1
CNS(=O)(=O)c1cn(CC(=O)Nc2ccc(OC)c(Cl)c2)cc1S(=O)(=O)NC	99.0	-1.1
COc1cc2nc(SCc3ccc(C)cc3)n3nc(CCn4nc(C)cc4C)nc3c2cc1OC	105.0	-0.8
Nc1nc2ncc(CNc3ccc(C(=O)N[C@H](CCC(=O)O)C(=O)O)cc3)nc2c(=O)[nH]1	102.0	0.3
O=C(NCc1cccc(F)c1)c1ccc2nc(CCc3ccccc3)oc2c1	110.0	0.8
Cn1c(CC#N)n[nH]c1=S	106.0	0.4
COc1cccc(CCNC(=O)Cn2c(-c3cccs3)cc3ccccc32)c1	103.0	-0.5
CC1CC(C)CN(C(=O)c2ccc(Cl)cc2)C1 (stereo not drawn)	105.0	0.6
COc1ccc(-c2noc(COC(=O)C3(c4ccc(Cl)cc4)CCC3)n2)c(OC)c1	110.0	0.9
O=C(Cn1c(=O)c2sccc2n(CC(=O)Nc2cccc(F)c2)c1=O)NCCc1ccccc1	102.0	0.5
CCc1ccc(NC(=O)Nc2nnc(N3CCCC3)s2)cc1	103.0	-0.4
CN(C)/C=C1/Sc2ccccc2C1=O	102.0	0
COc1ccc(OC)c(NC(=O)[C@H](CSCc2ccccc2)N2Cc3ccccc3C2=O)c1	105.0	-0.1
COC(=O)c1ccc(CN2CCCC(C)C2)cc1 (stereo not drawn)	99.0	-0.5
O=C(Cn1cnc2ccccc2c1=O)Nc1ccc(S(=O)(=O)N2CCCC2)cc1	100.0	0
CCC(c1n[nH]c(=S)o1)N(C)C (stereo not drawn)	89.0*	-1.9*
COc1ccc(S(=O)(=O)N2CCC(C)CC2)cc1	100.0	-0.5
O=C(Nc1ccccc1C(=O)Nc1ccccc1)c1cccs1	106.0	0.4
Cc1cc(=O)[nH]c2cc3c(cc12)C(C)(C)C(C)N3C (stereo not drawn)	111.0	0.9
Cc1cc(C)nc(NC(=O)C(c2ccccc2)c2ccccc2)n1	107.0	1.1
COc1ccc(C2CC(c3cccs3)=NN2C(=O)CS(=O)(=O)c2cn(C)c3ccccc23)cc1 (stereo not drawn)	100.0	-0.5
COC(=O)c1cc2sc(Cl)cc2n1CC(=O)N(C)c1ccccc1	100.0	-0.6
CC(=O)N1CCN(/C(C)=C\C(=O)C(F)(F)F)CC1	102.0	-0.1
CCOc1ccc(CCNC(=O)c2c(C)oc3ncn(C)c(=O)c23)cc1	108.0	0.1
CC(C)(C)NC(=O)CSc1nnc(NC(=O)Cn2cnc3ccccc3c2=O)s1	99.0	-0.8
COc1ccc(OC)c(-c2nnc3n(Cc4ccc(C)cc4)c(=O)c4ccccc4n23)c1	64.0*	-3.2*
Cc1ccc2cnn(CC(=O)NC3CCCCC3)c2c1	101.0	-1.2
O=C1CC(c2ccco2)CC2=C1C(c1ccco1)N(C(=O)C(F)(F)F)c1ccccc1N2 (stereo not drawn)	102.0	0
Cc1cc(NCCO)nc(-c2ccc(Br)cc2)n1	100.0	-0.2
O=C(NCCN1CCOCC1)c1cc2n(n1)CCCN(Cc1ccc(Cl)cc1)C2=O	99.0	-0.8
O=C(CSc1nc2c([nH]c3ccccc32)c(=O)n1-c1ccc(Cl)cc1)N1CCCCCC1	112.0	1.3
COc1ccc(CC(=O)NCCc2csc(-c3ccc(Cl)cc3)n2)cc1	107.0	0.7
Cc1nc2sc(C(=O)N(C)Cc3ccccc3)c(NC(=O)c3ccccc3)c2c(C)c1Cl	109.0	0.9
O=C(NCCCN1CCOCC1)c1cn(-c2ccccc2)nc1-c1ccccc1	106.0	0.7
Cc1cc2[nH]c(=O)c(=O)[nH]c2cc1S(=O)(=O)N1CCC(C)CC1	104.0	0.2
c1csc(CN2CCNCC2)c1	102.0	-0.1
O=C1NC(=O)/C(=C/C(=O)N2CCN(C(=O)/C=C3\SC(=O)NC3=O)CC2)S1	99.0	-0.6
COc1ccc(-n2ncc(NC(=O)N3CCOCC3)c2C)cc1	106.0	0.4
NC(=O)Cc1ccc2sc(-c3ccccc3)nc2c1	102.0	-0.2
CN(C(=O)Cn1c(=O)n(Cc2ccc(C(=O)NCc3ccc4c(c3)OCO4)cc2)c(=O)c2ccccc21)c1ccccc1	109.0	0.8
CCC(=O)Nc1ccc(N2CCN(C)CC2)c(Cl)c1	102.0	0.2
CC(C)CC(C(=O)n1nnc2ccccc21)N1C(=O)c2ccccc2C1=O (stereo not drawn)	96.0	-1
COc1ccc(C2CC(=O)N(CC(=O)NC3CCCCC3)c3ccccc3S2)cc1OC (stereo not drawn)	104.0	1.2
Cc1cc2c(cc1S(=O)(=O)NCc1ccccc1)OCC(=O)N2	106.0	0
Cn1cc[nH]c1=S	95.0&101.0	-0.6&0.2
FC(F)(F)c1ccn(Cc2n[nH]c(=S)o2)n1	99.0	-0.3

Next structures follow.
SMILES	PV pol inh	PV pol inh FP z-score
Cc1ccc(-c2noc(CN(C3CCCCC3)S(=O)(=O)c3ccccc3)n2)cc1	105.0	1
CCCCNc1sc(S(=O)(=O)CC)nc1S(=O)(=O)c1ccc(C)cc1	108.0	0.3
Cc1ccc(C2=CC(=O)C=CC2=O)cc1	104.0	0.4
N#CC(C#N)=C(Nc1ccccc1)c1ccccc1	102.0	0
O=C(Nc1ccc(Oc2ccccc2)cc1)c1ccc(F)c(S(=O)(=O)N2CCN(c3ccccc3F)CC2)c1	106.0	-0.3
COc1ccc2[nH]c(=O)c(CN(C(=O)c3cccc(Cl)c3)c3ccccc3OC)cc2c1	117.0	0.1
COC(CN1C(=O)C2C3C=CC(C3)C2C1=O)OC (stereo not drawn)	102.0	-0.1
CCc1ccc(NC(=O)c2cc(S(=O)(=O)N3CCCCC3)c[nH]2)cc1	107.0	0.2
O=C(NCCn1ccc2ccccc21)c1ccc(S(=O)(=O)N2CCCCC2)cc1	103.0	1
COc1ccc(/C=C/C(=O)Nc2sc(C)c(C)c2C(=O)O)cc1	104.0	0.2
COc1cc(OC)c(NC(=O)Nc2c(C)n(C)n(-c3ccccc3)c2=O)cc1Cl	105.0	-1
C=CCN1CC(C(N)=O)Oc2ccccc21 (stereo not drawn)	105.0	0.2
Cc1ccc(-c2nn(C3OC(CO)C(O)C3O)c(=S)o2)cc1 (stereo not drawn)	104.0	0.2
COc1ccc(CSC2=C(C#N)C(=O)NC3(CCCCC3)S2)cc1	107.0	0.6
CCC(C)NC(=O)CCSc1nc(-c2ccc3c(c2)OCO3)cc(C(F)(F)F)n1 (stereo not drawn)	108.0	0.8
Cc1oc(S(=O)(=O)N2CCOCC2)cc1C(=O)O/N=C(\N)c1ccc(C(C)(C)C)cc1	100.0	-0.3
Cc1nn(-c2ccccc2)c2c1N(C(=O)CCC(=O)N1CCN(c3ccccc3F)CC1)CCS2	101.0	0.1
COc1ccc(NC(=O)c2ccc3c(c2)NC(=O)c2ccccc2S3)cc1Cl	102.0	-0.4
O=C(Cn1c(=O)c(C(F)(F)F)nc2ccccc21)Nc1ccc(Br)cc1F	105.0	-0.4
FC(F)(F)c1ccc(=S)[nH]c1	111.0	0.3
O=C(NCc1ccc2c(c1)OCO2)c1ccc(CS(=O)(=O)c2cccc(C(F)(F)F)c2)o1	102.0	0
CCOc1cc(C(=O)OCc2cc(=O)n3c(C)csc3n2)cc(OCC)c1OCC	107.0	0.1
CCOc1ccc(C(=O)Nc2ccc3oc(-c4ccc(Br)cc4)nc3c2)cc1	106.0	0.4
CCN(CC)CCN(C(=O)c1ccco1)c1nc2ccc(Cl)cc2s1	93.0	-2.8
O=C1CC(c2nnc(Cc3c(F)cccc3Cl)o2)CN1c1ccccc1 (stereo not drawn)	104.0	-0.3
COCC(C)n1c(C)cc(C(=O)CSc2ccc(NC(C)=O)cc2)c1C (stereo not drawn)	101.0	-0.2
O=c1c2ccccc2nc(/C=C/c2cccc3ccccc23)n1-c1ccccc1Cl	111.0	0.7
COc1cc2c(=O)n(CCC(=O)NCC3CCCO3)c(=O)n(CC(=O)Nc3c(C)cccc3C)c2cc1OC (stereo not drawn)	107.0	0.4
O=C(c1cccs1)N1CCCc2ccccc21	102.0	0.2
Cc1ccc(OCC(=O)N2c3ccccc3CC2C)cc1 (stereo not drawn)	99.0	-0.9
COc1ccc(C2=C(N3CCN(c4cccc(C)c4)C(C)C3)c3ccccc3C2=O)cc1 (stereo not drawn)	108.0	0.8
CC1=C(c2ccc(C)cc2)S(=O)(=O)N(Cc2ccc(C(=O)Nc3ccc(C)c(F)c3)cc2)C1=O	108.0	0.2
CN(Cc1ccccc1)S(=O)(=O)c1cc(F)ccc1CN1C(=O)c2cccnc2C1=O	105.0	1.4
COc1cc(NC(=O)c2ccccc2)cc(OC)c1OC	100.0	-0.7
O=C(c1cc(-c2ccc(Br)cc2)n[nH]1)N1CCN(S(=O)(=O)c2ccc(Br)s2)CC1	103.0	-0.6
COC(=O)c1c(N2C(=O)Nc3ccccc3N2O)sc(C)c1C	101.0	0
Cc1cc(C)c2c(CC(=O)N3CCN(c4cccc(Cl)c4)CC3)coc2c1	112.0	-0.2
Cn1ncc2c1ncn1nc(Cc3ccccc3)nc21	106.0	0.9
COc1ccccc1N1CCN(c2ncccc2-c2nc(-c3ccc(Cl)cc3)no2)CC1	110.0	0.5
CON(C)S(=O)(=O)c1cccc(C(=O)NC2CCSc3ccccc32)c1 (stereo not drawn)	106.0	0.4
COCCCNc1c2c(nc3ccccc13)CCC2	104.0	0.5
O=C(NCCc1ccccc1)c1ccc2c(c1)N(Cc1ccccc1)C(=O)c1ccccc1S2(=O)=O	109.0	1.1
O=C(CN1C(=O)/C(=C\c2ccc(C(F)(F)F)cc2)Sc2ccccc21)N1CCc2ccccc2C1	104.0	0.6
CCOC(=O)c1c(CSC(=N)N)n(-c2ccccc2)c2cc(Br)c(OC(C)=O)cc12	103.0	0.3
O=C(O)/C(=C/C(=O)c1ccc(F)cc1)Nc1ccc2[nH]c(=O)[nH]c2c1	108.0	2
CCN(CC)c1ccc2cc(-c3nc(-c4ccc(Cl)cc4Cl)cs3)c(=O)oc2c1	97.0	-2.1
O=C1CCc2cc(S(=O)(=O)NCc3ccccc3Cl)cc3c2N1CC3	109.0	0.6
O=C(CC(C(=O)O)C1CCCO1)Nc1cccc(C(F)(F)F)c1 (stereo not drawn)	98.0	-1.3
S=c1oc(C2COc3ccccc3O2)nn1CN1CCN(C/C=C/c2ccccc2)CC1 (stereo not drawn)	114.0	2.1
CC1(C)C(=N)N(c2ccccc2)C(=O)N1c1ccccc1	105.0	1.1

(continued)
SMILES	PV pol inh	PV pol inh FP z-score
CCCCNC(=O)Cc1ccc(Br)cc1	101.0	-0.2
COC(=O)c1ccccc1NC(=O)N1CCC(CN2CCOCC2)CC1	105.0	0.5
Cc1sc(NC(=O)/C=C/C(=O)O)c(C#N)c1C	99.0	-0.4
C=CCSc1nc2ccccc2c(=O)n1CC1CCCO1 (stereo not drawn)	99.0	-0.7
CCN(CC)CCOc1ccc(/C(=C(\Cl)c2ccccc2)c2ccccc2)cc1	100.0	0.2
Cc1ccc(N2C(=O)N(c3ccccc3)C(=N)C2=S)cc1Cl	68.0*	-5.3*
Cn1ccnc1-c1nc2ccccc2[nH]c1=O	103.0	0.1
O=c1n(Cc2ccc(Br)cc2)nnn1-c1ccccc1	105.0	0.2
COc1ccc(OC)c(NC(=O)c2c(NCc3cccs3)sc3c2CCCC3)c1	102.0	-0.7
Cn1c(C(=O)O)cc2ccccc2c1=O	101.0	-0.1
O=C1CC(c2coc3ccccc3c2=O)Sc2ccccc2N1 (stereo not drawn)	106.0	0.3
CC(C)n1c(-c2ccccc2)nc(=S)c2c1CCCC2	100.0	-0.4
CC(C)N1C(=O)CC(N2CCOCC2)C1=O (stereo not drawn)	103.0	0.3
O=C(c1cccc(C(F)(F)F)c1)C1CCN(C(=O)N2CCOCC2)CC1	100.0	-0.4
COc1ccc(NC(=O)c2cc(-c3ccccc3F)no2)cc1	109.0	0.7
COc1cccc(CNC(=O)CCc2c(C)nc3c(c(C)nn3-c3ccc(C)c(C)c3)c2C)c1	104.0	-0.6

Two compounds drawn at random from those above, as already listed:
SMILES	PV pol inh	PV pol inh FP z-score
O=C(c1cccc(C(F)(F)F)c1)C1CCN(C(=O)N2CCOCC2)CC1	100.0	-0.4
COc1cccc(CNC(=O)CCc2c(C)nc3c(c(C)nn3-c3ccc(C)c(C)c3)c2C)c1	104.0	-0.6

Compounds above that have an NH in an aromatic ring (15):
SMILES	PV pol inh	PV pol inh FP z-score
O=C(CSc1nnc(-c2c[nH]c3ccccc23)o1)NCCC1=CCCCC1	102.0	0
Nc1nc2ncc(CNc3ccc(C(=O)N[C@H](CCC(=O)O)C(=O)O)cc3)nc2c(=O)[nH]1	102.0	0.3
Cn1c(CC#N)n[nH]c1=S	106.0	0.4
CCC(c1n[nH]c(=S)o1)N(C)C (stereo not drawn)	89.0*	-1.9*
Cc1cc(=O)[nH]c2cc3c(cc12)C(C)(C)C(C)N3C (stereo not drawn)	111.0	0.9
O=C(CSc1nc2c([nH]c3ccccc32)c(=O)n1-c1ccc(Cl)cc1)N1CCCCCC1	112.0	1.3
Cc1cc2[nH]c(=O)c(=O)[nH]c2cc1S(=O)(=O)N1CCC(C)CC1	104.0	0.2
Cn1cc[nH]c1=S	95.0&101.0	-0.6&0.2
FC(F)(F)c1ccn(Cc2n[nH]c(=S)o2)n1	99.0	-0.3
COc1ccc2[nH]c(=O)c(CN(C(=O)c3cccc(Cl)c3)c3ccccc3OC)cc2c1	117.0	0.1
CCc1ccc(NC(=O)c2cc(S(=O)(=O)N3CCCCC3)c[nH]2)cc1	107.0	0.2
FC(F)(F)c1ccc(=S)[nH]c1	111.0	0.3
O=C(c1cc(-c2ccc(Br)cc2)n[nH]1)N1CCN(S(=O)(=O)c2ccc(Br)s2)CC1	103.0	-0.6
O=C(O)/C(=C/C(=O)c1ccc(F)cc1)Nc1ccc2[nH]c(=O)[nH]c2c1	108.0	2
Cn1ccnc1-c1nc2ccccc2[nH]c1=O	103.0	0.1

Bioassay records: PubChem, ICCB-Longwood Screening Facility, Harvard Medical School
